Fibroblast inh = blocks proliferation of human lung fibroblasts; LL 47 human lung fibroblast viability, ATP luminescence; hits give low values; 1.1% of 85,000 active; AID 719; viability, % at 10 µM;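 active = viability at or below 50% in the single dose screen; inactive = viability above 50%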;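 also: compound exposure lasted 72 h before the ATP readout; 100% = median luminescence of untreated cell-only wells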
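Material: human LL 47 lung fibroblast cells; quantity: 1,150 cells/well; medium: IMEM plus 15% FBS; doses: 0.1% DMSO in all compound wells; timing: overnight attachment after seeding, then 72 h compound exposure at 37 °C; detection: CellTiter-Glo luminescence; measure: % viability of median cell-only signal; controls: cell-only wells, no compound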
S1P2 antag = S1P2 (human) receptor antagonism | cell-based S1P2 antagonist assay, inhibition at 5 uM | AID 736 | 0.21% of 97,000 active | inhibition, % at 5 µM | O95136; in the data active = inhibition above about 45%;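 also: CRE beta-lactamase reporter cells expressing human S1P2 stimulated with S1P; 0% = agonist at EC80 alone and 100% = agonist plus reference antagonist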
Target sequence (O95136 whole entry, looked up): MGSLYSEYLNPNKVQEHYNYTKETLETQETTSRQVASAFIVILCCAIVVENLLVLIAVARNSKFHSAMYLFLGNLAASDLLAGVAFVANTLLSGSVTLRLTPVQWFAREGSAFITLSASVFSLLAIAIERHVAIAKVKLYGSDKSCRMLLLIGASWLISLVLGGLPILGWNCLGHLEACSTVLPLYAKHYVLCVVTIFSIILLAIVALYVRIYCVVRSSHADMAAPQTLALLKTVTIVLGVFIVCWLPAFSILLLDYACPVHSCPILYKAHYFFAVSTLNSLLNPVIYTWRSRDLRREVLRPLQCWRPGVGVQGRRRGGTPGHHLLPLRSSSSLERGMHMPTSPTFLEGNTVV
sEH activator = activators of human soluble epoxide hydrolase | P34913 | purified human sEH enzymatic activity, activator screen | activation, % at 2 µM | 0.04% of 91,000 active; in the data active = activation above about 37%; also: values of inactives mirror those of a sister screen read the other way
Target sequence (P34913 whole entry, looked up): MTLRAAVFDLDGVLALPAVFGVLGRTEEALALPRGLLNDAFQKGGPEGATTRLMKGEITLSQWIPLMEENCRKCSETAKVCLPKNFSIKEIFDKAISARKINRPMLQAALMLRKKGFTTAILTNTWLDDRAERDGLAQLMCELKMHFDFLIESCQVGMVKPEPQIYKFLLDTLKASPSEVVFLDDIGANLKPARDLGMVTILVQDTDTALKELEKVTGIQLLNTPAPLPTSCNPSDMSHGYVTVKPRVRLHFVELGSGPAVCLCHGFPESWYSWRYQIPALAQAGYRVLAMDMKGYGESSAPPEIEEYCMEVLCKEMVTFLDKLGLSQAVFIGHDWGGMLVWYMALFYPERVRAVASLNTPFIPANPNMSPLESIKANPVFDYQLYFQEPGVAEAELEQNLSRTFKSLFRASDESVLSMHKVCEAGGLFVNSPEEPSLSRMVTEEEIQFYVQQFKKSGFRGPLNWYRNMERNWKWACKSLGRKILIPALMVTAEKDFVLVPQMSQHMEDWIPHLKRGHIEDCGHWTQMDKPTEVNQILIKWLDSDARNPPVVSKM
sEH inhibitor = soluble epoxide hydrolase (human) inhibition | 0.34% of 91,000 active | recombinant human sEH enzymatic activity assay | P34913 | inhibition, % at 2 µM; in the data active = inhibition above about 80%; also: values of inactives mirror those of a sister screen read the other way; many of its hits are not listed in these tables
H69AR inhibit = blocks growth of human H69AR lung tumor cells. H69AR lung tumor viability, ATP luminescence, 72 h; hits give low values. viability, % at 10 µM. 6% of 85,000 active;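 active = viability at or below 40%; inactive = viability above 40%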;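 also: multidrug resistant small cell line overexpressing MRP-1 efflux transporter; 100% = mean luminescence of untreated control wells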
S1P2 agonist = S1P2 (human) receptor agonism | O95136 | S1P2-expressing cell line, agonist reporter read-out | activation, % at 4.5 µM | 0.46% of 97,000 active | AID 729; in the data active = activation above about 16%;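 also: 0% = vehicle low control and 100% = maximal reference agonist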
LYP act = increases human PTPN22 phosphatase activity; 0.11% of 96,000 active; Q9Y2R2; activation, % at 2 µM; recombinant LYP, DiFMUP fluorescence; 0 = plate median, 100 = signal doubled;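 active = activation at 2 µM above a set limit, the mean plus 5 SD, cut at about 37% in these data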
PostGolgi ctrl = inhibits growth of the yeast control strain; efflux-deficient yeast background strain, growth absorbance A615, 16 h; 5% of 98,000 active; inhibition, % at 10 µM; in the data active = inhibition above about 30%
HUVEC prolif 384 = human endothelial cell proliferation inhibition; HUVEC proliferation, CellTiter-Glo luminescence, 72 h; hits give low values; viability, % at 10 µM (by protocol); 1.1% of 86,000 active;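 active = viability at or below 30%; inactive = viability above 30%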;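 also: 100% = median luminescence of DMSO-only cell control wells on each plate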
* marks the source's active call; other numbers are inactive results; . = no result given. Only part of the results is shown; count on the stated rates, not on these rows.

The opening 3 records (preview)
SMILES	Fibroblast inh	S1P2 antag	sEH activator	sEH inhibitor	H69AR inhibit	S1P2 agonist	LYP act	PostGolgi ctrl	HUVEC prolif 384
CCC(C)NC(=O)CS(=O)Cc1nc(-c2cccc(C)c2)oc1C (configuration not stated)	103	10	1	-2	95	-4	12	6	109
O=C(NCCCc1ccccc1)C1CC(=O)N(c2ccc3c(c2)OCCO3)C1 (configuration not stated)	102	-7	-12	12	102	-3	-4	7	93
CCOC(=O)c1c(C)n(C)c2ccc(O)c(CN(C)C)c12	.	-9	9	-7	.	-3	2	-8	.

This part in full, from the start:
SMILES	Fibroblast inh	S1P2 antag	sEH activator	sEH inhibitor	H69AR inhibit	S1P2 agonist	LYP act	PostGolgi ctrl	HUVEC prolif 384
CCC(C)NC(=O)CS(=O)Cc1nc(-c2cccc(C)c2)oc1C (configuration not stated)	103	10	1	-2	95	-4	12	6	109
O=C(NCCCc1ccccc1)C1CC(=O)N(c2ccc3c(c2)OCCO3)C1 (configuration not stated)	102	-7	-12	12	102	-3	-4	7	93
CCOC(=O)c1c(C)n(C)c2ccc(O)c(CN(C)C)c12	.	-9	9	-7	.	-3	2	-8	.
CCOC(=O)CSc1nnc(-c2ccoc2C)n1-c1ccc(OCC)cc1	96	11	.	.	95	2	17	-1	95
COc1ccc(S(=O)(=O)n2nc(OC(=O)c3ccco3)cc2N)cc1	105	5	-2	2	87	-4	4	24	88
CC1CCN(C(=O)c2ccc(N(C)S(C)(=O)=O)cc2)CC1	88	16	-3	2	94	-4	-1	1	93
COC(=O)C1=C(O)CSC1=Nc1ccccc1	106	7	-5	2	102	-1	5	-5	92
CN1C=CC2=C(C#N)C(N)C(C#N)(C#N)C(c3ccccc3)C2C1 (configuration not stated)	85	10	16	-17	77	0	3	3	78
Cc1cccc(N2CCN(S(=O)(=O)c3ccc4c(c3)CCN4C(=O)CCC(=O)O)CC2C)c1 (configuration not stated)	100	5	10	-13	100	-4	-4	15	101
Cc1cccc(N(C(=O)c2ccc(Cl)cc2)C2CS(=O)(=O)CC2OC(=O)c2ccc(Cl)cc2)c1 (configuration not stated)	.	-68	0	-1	.	-5	-21	2	.
CCN(CC)CCCN1C(=O)c2oc3ccccc3c(=O)c2C1c1cccc(OC)c1OC (configuration not stated)	92	19	1	-1	91	-1	-4	1	96
COc1ccccc1C(=O)Nc1ccc(S(=O)(=O)Nc2cc(C)nc(C)n2)cc1	104	2	-10	8	99	-1	2	-3	102
Cc1cccc2cc3c(N)c(C(=O)N4CCOCC4)sc3nc12	64	0	8	-7	18*	-2	-2	1	62
Cc1ccc(SCc2nc3ccccc3n2CC(=O)Nc2ccccc2)cc1	.	7	0	-1	.	-7	-3	3	.
CC1=C(C)CC(C(=O)NNC(=O)c2ccccc2)C(C(=O)O)C1 (configuration not stated)	.	8	-7	7	.	-6	4	13	.
COc1cc(OC)nc(NC(C)=O)n1	103	16	-6	7	91	-4	6	-3	104
Cc1ccc(CC(=O)N2CCN(c3ccccn3)CC2)cc1	106	-12	-14	12	112	-2	0	4	100
COc1cccc(C(=O)NNC(=O)c2ccccc2Br)c1	.	19	5	-5	.	-3	6	0	.
COc1cccc(NC(=O)N(CCCN2CCOCC2)C(C)c2cc3cccc(OC)c3o2)c1 (configuration not stated)	95	-13	0	3	71	-7	-16	5	89
Cc1noc(C)c1COc1ccc(C(=O)OCc2nnc(-c3ccc(Cl)cc3)o2)cc1	106	5	-1	2	86	-3	2	12	104
CCNc1nc(NC(C)C)nc(N(C#N)CCOc2ccccc2)n1	88	-24	-3	5	27*	-1	11	16	93
COC(=O)c1[nH]c(C)c(/C(O)=C2\C(=O)C(=O)N(CCCN3CCOCC3)C2c2ccccn2)c1C (configuration not stated)	103	-7	9	-10	104	-4	-6	5	100
COc1ccc(CCNC(=O)CSc2nnnn2-c2ccccc2OC)cc1OC	98	18	-11	11	94	-4	-4	1	113
CCn1c(COc2ccccc2C)nnc1SCC(=O)CC(=O)Nc1ccccc1OC	93	14	1	-2	85	-3	-3	-3	79
COC(=O)CN(C)C1CC(=O)N(c2ccc(Cl)cc2)C1=O (configuration not stated)	99	-7	10	-8	95	0	-6	0	93
COc1ccc(CNC(=O)C2COc3ccccc3O2)cc1 (configuration not stated)	88	6	-19	22	97	-2	-4	0	94
Cc1ccc(C(=O)Oc2cccc(NC(=O)c3ccco3)c2)cc1S(=O)(=O)N1CCC(C)CC1	106	-1	2	-7	87	-5	0	3	88
O=C(Cc1ccccc1)NCC(=O)N1CCCCCC1	93	-39	2	-2	113	-3	5	12	97
CC(=O)N1CCN(CCN=CC2=C(O)CC(c3ccco3)CC2=O)CC1 (configuration not stated)	103	.	.	.	93	.	.	0	103
CCOC(=O)c1cccc(NC(=O)CS(=O)(=O)Cc2nc(-c3cccc(OC)c3)oc2C)c1	91	.	.	.	72	.	.	0	73
CCC(C)NC(=O)CSc1nnc(-c2ccncc2)n1-c1ccc(OC)cc1 (configuration not stated)	91	2	-4	7	72	-5	7	-7	101
CN(c1ccc(C(=O)NCCSC(C)(C)C)cc1)S(C)(=O)=O	105	5	-24	22	105	-1	12	3	98
CCCCC(=O)N/N=C(\C)CC(=O)Nc1cc(Cl)ccc1OC	.	8	1	2	.	-1	-6	3	.
C/C(=N\NC(=S)Nc1cccc(C)c1)c1ccccc1	.	10	4	-3	.	-2	0	33*	.
O=C(Cc1ccc(-n2cccc2)cc1)N1CCc2ccccc21	107	15	9	-8	83	-11	-8	8	93
O=C(NCc1ccccc1)c1ccc(-c2ccccc2F)o1	91	-2	-2	4	86	-2	2	23	67
COc1cccc(C(=O)OCC(=O)Nc2ccccc2N2CCOCC2)c1	93	-4	-8	8	92	-6	-8	38*	88
Cc1cc2c3c(c1)C(C)(c1ccccc1)CC(C)(C)N3C(=O)C21C(C#N)=C(N)OC2=C1C(=O)CC(C)(C)C2 (configuration not stated)	79	-14	3	-4	19*	1	-10	13	69
COc1cccc(Nc2ncnc3nc[nH]c23)c1	100	23	-1	3	78	-6	-8	3	97
O=C1NC(Cc2c[nH]c3ccccc23)C(=O)N1c1ccc(F)cc1 (configuration not stated)	102	5	-8	6	101	-4	3	-1	92

Part of the list above in order of length of the SMILES, falling.
SMILES	Fibroblast inh	S1P2 antag	sEH activator	sEH inhibitor	H69AR inhibit	S1P2 agonist	LYP act	PostGolgi ctrl	HUVEC prolif 384
CCC(C)NC(=O)CSc1nnc(-c2ccncc2)n1-c1ccc(OC)cc1 (configuration not stated)	91	2	-4	7	72	-5	7	-7	101
O=C(NCc1ccccc1)c1ccc(-c2ccccc2F)o1	91	-2	-2	4	86	-2	2	23	67
COc1cccc(Nc2ncnc3nc[nH]c23)c1	100	23	-1	3	78	-6	-8	3	97

(continued)
SMILES	Fibroblast inh	S1P2 antag	sEH activator	sEH inhibitor	H69AR inhibit	S1P2 agonist	LYP act	PostGolgi ctrl	HUVEC prolif 384
Cc1ccc(C(=O)N2CCCC2)c(F)c1F	94	1	5	-5	87	-3	-4	-1	80
COc1nc(C)nc2c1sc(=S)n2C	111	-11	-1	0	.	-3	10	13	94
Fc1cccc(-c2cc3nc4c(c(N5CCC6(CC5)OCCO6)n3n2)CCCC4)c1	98	.	.	.	54	.	.	81*	87
O=C(Nc1ccc2sc3ccccc3c(=O)c2c1)c1ccccc1Cl	.	-5	-8	5	.	-1	1	-2	.
COC(=O)c1ccc(CSc2ncn[nH]2)o1	104	8	-16	16	100	-13	12	0	108
CN1C(=S)SC(/[N+]([O-])=C\c2cccs2)C1(C)C (configuration not stated)	107	-2	-3	3	106	-4	13	0	104
Cc1ccc(C(=O)Nc2c(-c3cccs3)nc3cc(C)ccn23)cc1	.	12	4	-3	.	-1	6	0	.
Cc1cc(=O)oc2cc(OCC(O)CN3CCN(c4ccccc4)CC3)ccc12 (configuration not stated)	100	6	0	-1	93	-2	1	7	102
OCCN1CCN(CC(O)COc2ccc3c(c2)OCO3)CC1 (configuration not stated)	95	12	-6	8	95	-4	-1	10	94
N#CCSc1nnc(-c2ccccc2)c(-c2ccccc2)n1	.	-19	-8	9	.	16*	0	21	.
c1ccc(Oc2cc(-c3ccccc3)ncn2)cc1	.	-3	-4	9	.	-9	6	-2	.
Nc1c(Nc2ccccc2)c2ccccc2oc1=O	99	-18	12	-9	67	-2	-2	9	95
COC(=O)c1cncc(O)c1	97	-7	-2	2	84	-3	5	11	94
Cc1cc(NC(=O)COC(=O)C(Nc2ccc(C(F)(F)F)cc2Cl)C(C)C)no1 (configuration not stated)	92	26	-4	4	75	-4	2	59*	13*
CCCCc1c(C)c2ccc(OCC(C)=O)cc2oc1=O	100	-7	.	.	50	-3	-5	-7	104
Cn1c(=O)c2c(nc(NCc3ccccc3)n2CC(=O)NCc2ccccc2)n(C)c1=O	.	0	-8	10	.	-1	-8	-1	.
O=C(OCC#CCSc1nc2ccccc2s1)c1ccco1	92	-13	-33	35	70	0	9	17	93
Cc1ccccc1NCC(=O)N/N=C/C(Br)=C/c1ccccc1	71	-15	-17	16	11*	-1	-8	1	30
Cc1occc1C(=O)n1nnc2ccccc21	91	-12	1	0	53	-4	8	32*	80
CC(C)Oc1ccc(/C(O)=C2/C(=O)C(=O)N(CCN3CCOCC3)C2c2ccccc2)cc1 (configuration not stated)	103	6	13	-10	94	-1	7	3	101
COC(=O)C1=C(C)NC(=O)NC1c1ccsc1 (configuration not stated)	100	-2	1	-2	97	-3	-1	4	94
CCn1nc(NC(=O)c2cccnc2)c2cc3cccc(C)c3nc21	95	3	-13	12	92	11	2	15	85
CC(Nc1n[nH]c(=S)[nH]c1=O)C(=O)OCc1ccccc1 (configuration not stated)	98	.	.	.	90	.	.	-10	96
CCOC(=O)N1CCN(S(=O)(=O)c2ccc3c(c2)CCN3C(=O)C2CCC2)CC1	100	.	.	.	92	.	.	6	97
COc1ccc(-c2nnn(CC(=O)N(CCO)C(C(=O)NC3CCCC3)c3ccc(F)cc3)n2)cc1 (configuration not stated)	94	7	-8	8	77	-8	0	10	101
COC(=O)c1ccccc1NC(=O)c1nc2nc(C)cc(C)n2n1	98	-11	5	-7	81	-4	0	10	83
CC(C)CC(=O)Nc1nnc(-c2ccco2)s1	107	-16	7	-9	89	-6	-7	-4	105
Cc1ccc(C(=O)Cn2c(C(=O)/C=C/c3ccccc3)nc3ccccc32)cc1	.	13	-10	15	.	-6	-3	8	.
COc1ccc(NC(=O)c2[nH]c(C)c(C(C)=O)c2C)cc1Cl	101	-1	-42	43	43	-4	4	11	77
COCCN(CC(=O)NCc1ccccc1)C(=O)CCC(=O)Nc1ccccn1	104	-12	1	0	96	-1	0	24	96
Cc1cnc(C(=O)OCC(=O)N(C(C)C)C(C)C)cn1	100	7	12	-14	99	-4	-3	5	96
COc1cccc(OCc2nc3ncc(Br)cc3[nH]2)c1	47*	-22	-3	3	25*	-7	-5	2	48
Cn1c(SCC(=O)c2cc3ccccc3o2)nnc1-c1ccccc1	98	17	-5	4	91	-5	-1	9	95
Cc1ccc(-c2nc(CS(=O)CC(=O)NCc3ccc(Cl)cc3)c(C)o2)cc1 (configuration not stated)	105	1	.	.	97	-1	.	4	86
O=S(=O)(c1ccc(Cl)cc1)c1snnc1-c1ccccc1	6.5*	21	4	-5	1.9*	-8	1	34*	7.5*
CC(C)Oc1ccc(N2CC(C(=O)Nc3ccccc3F)CC2=O)cc1 (configuration not stated)	97	7	-7	9	98	-7	-6	3	77
O=C(c1cccnc1)N1CCN(C(=O)c2cccs2)CC1	92	-1	1	4	98	-7	-1	4	100
CSc1ncc(Cl)c(C(=O)C(C#N)c2nc3c(C)cc(C)cc3c(=O)[nH]2)n1 (configuration not stated)	95	.	.	.	86	.	.	22	52
CNC(=O)COC(=O)c1cc(=O)[nH]c2ccccc12	100	6	.	.	98	-5	-4	-7	90
CCn1c(SCC(=O)N(C(C)C)C(C)C)nnc1-c1cc2ccccc2cc1O	98	4	-3	3	77	-3	1	46*	103
COC(=O)c1ccc(Oc2nc(N3CCCCC3)nc(N3CCOCC3)n2)cc1	95	-20	-7	8	66	-6	8	8	97

High-throughput results from PubChem.
